ATG4B inh: ATG4B (human) cysteine protease inhibition; Q9Y4P1; ATG4B cleavage of LC3-PLA2, NBD-HPC fluorescence, 1 h; inhibition, % at 8.33 µM; 340,000 compounds, 0.51% hits; AID 504462; in the data active means inhibition above about 40%
Target sequence (Q9Y4P1 whole entry, looked up): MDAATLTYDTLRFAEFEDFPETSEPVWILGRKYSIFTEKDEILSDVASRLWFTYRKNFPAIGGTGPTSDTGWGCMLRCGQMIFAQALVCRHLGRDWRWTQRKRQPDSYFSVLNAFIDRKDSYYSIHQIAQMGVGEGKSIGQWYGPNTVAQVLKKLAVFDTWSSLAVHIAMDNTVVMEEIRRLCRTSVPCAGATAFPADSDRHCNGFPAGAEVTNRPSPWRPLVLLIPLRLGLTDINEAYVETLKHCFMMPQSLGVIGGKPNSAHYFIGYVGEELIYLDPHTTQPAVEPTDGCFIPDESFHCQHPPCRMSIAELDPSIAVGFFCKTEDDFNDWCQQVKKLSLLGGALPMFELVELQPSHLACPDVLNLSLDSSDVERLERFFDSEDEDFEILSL
SENP6 block: inhibitors of human SENP6 protease; Recombinant SENP6 catalytic domain, aminoluciferin luminescence; 330,000 compounds, 1.8% hits; inhibition, % at 10 µM;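 active means inhibition above about 50% at the single tested dose, limit read from the data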;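 further: plate controls were DMSO wells with enzyme for no effect and DMSO wells lacking enzyme for full effect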
Target sequence (Q9GZR1 628-1112 limits assumed): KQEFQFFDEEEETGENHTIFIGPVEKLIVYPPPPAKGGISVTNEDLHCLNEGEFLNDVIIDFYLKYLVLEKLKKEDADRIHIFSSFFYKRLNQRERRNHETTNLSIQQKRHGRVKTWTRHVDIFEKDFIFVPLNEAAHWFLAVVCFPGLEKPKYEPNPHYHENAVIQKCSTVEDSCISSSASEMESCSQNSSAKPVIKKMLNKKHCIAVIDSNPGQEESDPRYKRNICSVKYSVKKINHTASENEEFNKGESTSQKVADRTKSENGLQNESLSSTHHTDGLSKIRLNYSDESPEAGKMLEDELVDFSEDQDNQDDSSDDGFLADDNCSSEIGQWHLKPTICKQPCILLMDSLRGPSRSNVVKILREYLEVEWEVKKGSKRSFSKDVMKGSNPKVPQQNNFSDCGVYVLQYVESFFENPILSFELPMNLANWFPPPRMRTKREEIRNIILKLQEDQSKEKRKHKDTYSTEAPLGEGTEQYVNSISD
SENP1 FRET inh: inhibitors of human SENP1 SUMO protease catalytic domain | Q9P0U3 | recombinant SENP1 catalytic domain, CyPet-SUMO1-YPet FRET cleavage | inhibition, % at 10 µM | 360,000 compounds, 0.21% hits | AID 624204;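 active means inhibition at least 30% at 10 µM, raw YFP signal under a set limit, fluorescence ratio 0.5 to 1.5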;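 further: 0% = enzyme with DMSO and 100% = no enzyme wells; some results filed as inactive read as strong as hits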
Target sequence (Q9P0U3 419-644 limits assumed): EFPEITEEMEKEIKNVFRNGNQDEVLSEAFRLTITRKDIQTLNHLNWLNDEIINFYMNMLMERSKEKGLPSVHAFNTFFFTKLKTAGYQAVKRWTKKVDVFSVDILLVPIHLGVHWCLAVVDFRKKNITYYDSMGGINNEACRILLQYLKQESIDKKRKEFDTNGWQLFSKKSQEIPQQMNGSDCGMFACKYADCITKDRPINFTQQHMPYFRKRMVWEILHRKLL
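Test system: recombinant human SENP1 catalytic domain, His6-tagged / Medium: pH 8 Tris buffer with EDTA, NaCl, BME, BSA, NP40, catalase / Also added: SUMO1 FRET substrate flanked by Cypet and Ypet, 25 nM / Times: 50 min reaction at room temperature / Signal: FRET, CFP and YFP emission / Control set: no-enzyme low control and enzyme-plus-DMSO high control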
SENP8 inh: inhibitors of human SENP8 protease | Q96LD8 | recombinant SENP8, Nedd8 substrate fluorescence | inhibition, % at 20 µM | 360,000 compounds, 0.64% hits | AID 602440; in the data active means inhibition mostly above about 40%, no sharp cut-off; inactive means mostly below about 27%
hIAP act: increases human intestinal alkaline phosphatase activity. P09923. purified human IAP, CDP-Star luminescence, 30 min; active compounds read high; 1 = vehicle-only enzyme, 0 = enzyme-free background. activation factor at 10 µM. 330,000 compounds, 0.16% hits. AID 2524;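 active means activation factor of the enzyme at least 2-fold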; further: the source names both 10 and 20 µM as test concentration; values of inactives mirror those of a sister screen read the other way
PfGluPho inh: PfG6PD (Plasmodium falciparum) enzyme inhibition; PfGluPho enzyme, NADPH resazurin-diaphorase fluorescence; inhibition, % at 20 µM; 350,000 compounds, 0.78% hits; AID 504690;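 active means inhibition reaching at least a set limit at 20 µM in the primary screen, cut at about 59% in these data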;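 further: 0% = DMSO wells with substrate and 100% = DMSO wells lacking glucose-6-phosphate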
GRIN3A LBD mod: modulates the human NR3A ligand-binding domain; NR3A LBD differential scanning fluorimetry, Tm shift; 0% = protein alone, 100% = glycine-bound protein; 340,000 compounds, 2.5% hits; AID 1259313; Tm shift relative to glycine control, % at 25 µM;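 active means melting temperature shift of at least 10% of the positive control shift, at one fixed dose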
MPTP block: blocks calcium-induced mitochondrial swelling | isolated mouse mitochondria, Ca2+ swelling absorbance, 30 min | inhibition, % at 10 µM | 360,000 compounds, 1.4% hits | AID 602449;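 active means inhibition of 50% or more, scaled per plate between neutral and stimulator controls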;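 further: 0% = DMSO wells given calcium and 100% = 1 mM EGTA wells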
* hit, by the source's call; . = no result given. Rows are unselected; 6.7% or so of the library scored in one or more.

SMILES	ATG4B inh	SENP6 block	SENP1 FRET inh	SENP8 inh	hIAP act	PfGluPho inh	GRIN3A LBD mod	MPTP block
COc1ccc(S(=O)(=O)N(C)C[C@H]2Oc3c(NC(=O)Nc4ccc(C(F)(F)F)cc4)cccc3C(=O)N([C@H](C)CO)C[C@@H]2C)cc1	-22	-16	2	-5	1.2	35	11*	0.1
C=CCc1cccc2cc(C(=O)NNC(=O)CC#N)c(=O)oc12	6	-6	0	-66	1	-25	-1	1.7
COC(=O)c1cn(-c2ccccc2)nc1-c1ccccc1	-5	1	1	8	1	0	3	-1.8
CC(C)(C)OC(=O)C[C@H]1C/C=C\C[C@@H](CC(=O)N[C@@H](CO)Cc2ccccc2)C(=O)N2CCC[C@@H]2COC1=O	-13	6	1	10	1	6	0	-0.2
CC1(C(=O)O)C=CC2(CCCCC2)N1C(=O)c1ccccc1 (configuration not stated)	-3	-4	-1	3	1.1	11	0	-1.3
COc1cc(CC(NC(C)=O)C(=O)NC2CCN(c3nc(OC)nc(OC)n3)CC2)cc(OC)c1 (configuration not stated)	-1	1	1	26	1.1	19	0	-0.7
CCOC(=O)c1ccc(NC(=O)CN2CCN(C(=O)c3ccco3)CC2)cc1	0	12	-3	8	0.85	0	1	-0.4
O=C1CCCN1c1ccc(S(=O)(=O)N2CCC(c3ccccc3)CC2)cc1	7	-3	3	14	0.76	3	0	3.3
COC(=O)c1ccc2nc(C3CCCCC3)c3c(c2c1)CCC3	4	-20	2	10	1	0	1	-0.4
O=C(NCc1cc(C(F)(F)F)ccc1Cl)c1cccc2c1C(=O)c1ccc(N3CCOCC3)cc1S2(=O)=O	2	-22	-30	-15	0.98	11	-1	0.8

(cont.)
SMILES	ATG4B inh	SENP6 block	SENP1 FRET inh	SENP8 inh	hIAP act	PfGluPho inh	GRIN3A LBD mod	MPTP block
CC(=O)c1cccc(S(=O)(=O)NC2CCSc3ccccc32)c1 (configuration not stated)	-2	-4	-1	4	1	0	-1	0.8
Cc1cc2nc3n(c2cc1C)CC1CC(C(=O)NCc2cccc(Br)c2)N(C)C31 (configuration not stated)	-1	-4	0	3	0.84	13	4	-1.1
O=[N+]([O-])c1ccc2nc(CCCO)[nH]c2c1	-4	4	3	13	0.93	24	-1	-1.0
O=[N+]([O-])c1ccc([N+](=O)[O-])c(Nc2ccc(N3CCOCC3)cc2)c1	-5	-28	0	21	0.92	12	-1	-2.5
CCOc1ccc(Cl)cc1S(=O)(=O)n1cnc2cc(C)c(C)cc21	-15	-13	2	13	1.2	-13	2	-0.4
COc1ccc(/C=C/C(=O)Nc2ccccc2C(=O)O)cc1	-1	95*	1	-4	0.92	42	20*	1.3
Nn1c(SCC(=O)Nc2cc(C(F)(F)F)ccc2Cl)nncc1=O	2	-13	0	14	1.1	9	-1	0.1
COCCNC(=O)C(=O)Nc1cccc(Br)c1	3	-9	1	4	0.92	-9	0	-1.3
CSc1ncccc1C(=O)N1CCCC(Nc2ccc(C)c(C)c2)C1 (configuration not stated)	-11	-20	1	6	0.87	-3	1	0.4
C/C(Cc1nnn(-c2cc(C)on2)n1)=N\O	7	-1	0	-4	0.91	-11	-2	1.1

Continuation.
SMILES	ATG4B inh	SENP6 block	SENP1 FRET inh	SENP8 inh	hIAP act	PfGluPho inh	GRIN3A LBD mod	MPTP block
CC(C)S(=O)(=O)c1csc(C(=O)NN)c1Cl	-4	0	3	14	1.2	7	-2	1.5
N#Cc1ccc(CN2CCN(C(=O)CCNS(=O)(=O)c3ccc(F)c(F)c3)CC2)cc1	-3	-2	2	6	1.1	5	3	-3.6
O=C(Cc1cccs1)Nc1cccc(-c2ccc3nncn3n2)c1	17	-7	-4	-5	1.1	2	-3	0.2
CCOC(=O)c1ccc(-n2c(=O)[nH]c3ccccc3c2=O)cc1	-13	3	0	10	0.98	6	1	-3.1
Cc1ccc(S(=O)(=O)N(C)c2ccc(OC(=O)CN3C(=O)NC4(CCCC4)C3=O)cc2)cc1	-1	-16	0	8	0.94	18	-1	-0.8
COc1cc(-c2nc3ccc(C)cn3c2NCc2ccccc2)ccc1SC1CCCCC1	8	-22	-30	-481	0.93	20	-11	5.5
COCCCN=CC1=C(O)CC(C)(C)CC1=O	-10	-4	1	18	1.1	-6	0	0.4
NS(=O)(=O)c1ccc(CCNC(=O)CN2CCC(Cc3ccccc3)CC2)cc1	-4	-16	1	-4	1.1	-17	-1	4.8
Cc1cc(C)c2c(c1)/C(=C/C(=O)c1ccc(Br)s1)C(=O)N2	5	-4	0	20	0.78	1	-2	-2.2
O=Cc1cn[nH]c1-c1ccccc1	2	-21	-1	6	1	-14	1	1.8

Taken from above (13 entries):
SMILES	ATG4B inh	SENP6 block	SENP1 FRET inh	SENP8 inh	hIAP act	PfGluPho inh	GRIN3A LBD mod	MPTP block
COCCNC(=O)C(=O)Nc1cccc(Br)c1	3	-9	1	4	0.92	-9	0	-1.3
CSc1ncccc1C(=O)N1CCCC(Nc2ccc(C)c(C)c2)C1 (configuration not stated)	-11	-20	1	6	0.87	-3	1	0.4
C/C(Cc1nnn(-c2cc(C)on2)n1)=N\O	7	-1	0	-4	0.91	-11	-2	1.1
CC(C)S(=O)(=O)c1csc(C(=O)NN)c1Cl	-4	0	3	14	1.2	7	-2	1.5
N#Cc1ccc(CN2CCN(C(=O)CCNS(=O)(=O)c3ccc(F)c(F)c3)CC2)cc1	-3	-2	2	6	1.1	5	3	-3.6
O=C(Cc1cccs1)Nc1cccc(-c2ccc3nncn3n2)c1	17	-7	-4	-5	1.1	2	-3	0.2
CCOC(=O)c1ccc(-n2c(=O)[nH]c3ccccc3c2=O)cc1	-13	3	0	10	0.98	6	1	-3.1
Cc1ccc(S(=O)(=O)N(C)c2ccc(OC(=O)CN3C(=O)NC4(CCCC4)C3=O)cc2)cc1	-1	-16	0	8	0.94	18	-1	-0.8
COc1cc(-c2nc3ccc(C)cn3c2NCc2ccccc2)ccc1SC1CCCCC1	8	-22	-30	-481	0.93	20	-11	5.5
COCCCN=CC1=C(O)CC(C)(C)CC1=O	-10	-4	1	18	1.1	-6	0	0.4
NS(=O)(=O)c1ccc(CCNC(=O)CN2CCC(Cc3ccccc3)CC2)cc1	-4	-16	1	-4	1.1	-17	-1	4.8
Cc1cc(C)c2c(c1)/C(=C/C(=O)c1ccc(Br)s1)C(=O)N2	5	-4	0	20	0.78	1	-2	-2.2
O=Cc1cn[nH]c1-c1ccccc1	2	-21	-1	6	1	-14	1	1.8

Carrying on.
SMILES	ATG4B inh	SENP6 block	SENP1 FRET inh	SENP8 inh	hIAP act	PfGluPho inh	GRIN3A LBD mod	MPTP block
CCN(CC)c1ccc(/C=N/NC(=O)c2ccc3nc[nH]c3c2)cc1	-11	-19	-48	-415	1.6	7	-7	0.9
O=C(NCCCn1ccnc1)c1ccc(Br)s1	7	-7	2	14	0.98	0	1	1.2
CC(=O)Nc1ccc(NC(=O)CCN2C(=O)C3CC=CCC3C2=O)cc1 (configuration not stated)	1	3	5	4	1.1	-13	-1	-1.3
O=C(Cc1ccccc1)NNC(=S)NC(=O)c1cccs1	-8	1	3	12	1	-1	0	-1.5
O=C(Nc1ccc(F)cc1)C1CCN(C(=O)c2ccc([N+](=O)[O-])cc2)CC1	8	-13	2	11	1.7	-14	-2	0.6
Cc1cc(=O)[nH]c(SCC(=O)c2c(N)n(C)c(=O)n(C)c2=O)n1	13	-8	1	19	0.79	3	0	0.6
Cc1ccccc1S(=O)Cc1ccc(C(=O)N2CCN(C3CCCCC3)CC2)o1 (configuration not stated)	.	.	2	21	.	0	.	-0.8
O=C(NC1CCC(O)CC1)C1CCN(S(=O)(=O)c2c(Cl)cccc2Cl)CC1 (configuration not stated)	-6	-1	3	4	1.1	1	0	-2.4
CC1(C)CC(O)C(C)(C)N1O (configuration not stated)	-7	-6	1	20	1.1	-3	0	-1.1
Cc1ccc(C)c(NC(=O)CN2C(=O)NC(C)(c3ccc4c(c3)OCCO4)C2=O)c1 (configuration not stated)	0	15	2	14	0.79	1	-1	-1.3

Other entries follow:
SMILES	ATG4B inh	SENP6 block	SENP1 FRET inh	SENP8 inh	hIAP act	PfGluPho inh	GRIN3A LBD mod	MPTP block
CSCCCN1CCCC(CO)(Cc2ccc(F)cc2)C1 (configuration not stated)	-1	0	-11	10	1.2	-17	-1	1.0
CC(C)(C)c1ccc(C(=O)N2CCCC2c2cccs2)cc1 (configuration not stated)	19	-8	-1	9	0.95	-10	0	1.4
COC(=O)c1cc2ccsc2n1CC(=O)N(C)c1ccccc1	-2	-10	2	11	1.2	3	-7	0.0
CCCC(C)c1nc(C(N)=O)c2[nH]c(=O)n(-c3ccc(OC)c(OC)c3)c2n1 (configuration not stated)	-2	14	3	7	1.8	-8	-1	0.6
COc1ccc(CN2CCN(C(=O)c3c(-c4ccccc4)noc3C)CC2)cc1F	4	17	3	8	1	2	1	9.2
COc1ccc(NC(=O)c2cc(-c3ccccn3)nc3ccccc23)c(OC)c1	-8	-1	1	4	1.1	6	1	0.0
Cc1ccc(S(=O)(=O)Nc2nc(N)n(-c3ccccc3)n2)cc1	-8	13	1	13	0.98	-8	0	-0.7
CCOC(=O)Cc1csc(N/N=C/c2cccc([N+](=O)[O-])c2)n1	7	-16	-1	29	0.97	-3	-1	1.3
Cc1ccc(-n2c(=O)cc(N3CCCCCC3)[nH]c2=O)cc1	-1	-19	2	45*	1	-21	-2	-1.2
NC12CC3CC(CC(C3)C1)C2	3	-14	0	6	0.91	-17	-2	-0.8

Next section
SMILES	ATG4B inh	SENP6 block	SENP1 FRET inh	SENP8 inh	hIAP act	PfGluPho inh	GRIN3A LBD mod	MPTP block
O=C(CCNC(=O)c1ccccc1Cl)NN=Cc1ccccc1[N+](=O)[O-]	4	-20	2	6	0.94	20	0	-0.2
O=C(CN1C(=O)COc2ccc(S(=O)(=O)N3CCCCCC3)cc21)NCc1ccc(F)cc1	-8	-3	0	1	0.9	8	0	-3.3
COc1ccc(C2c3cc(OC)c(OC)cc3CCN2C2CC(=O)N(c3ccccc3)C2=O)cc1OC (configuration not stated)	-3	-13	2	6	1.2	2	-2	-1.3
O=C1NC(c2ccccc2O)Nc2ccccc21 (configuration not stated)	-1	15	1	-302	1.3	-16	-3	0.7
CC(NC(=O)COc1ccc([N+](=O)[O-])cc1)c1ccccc1 (configuration not stated)	2	-6	-7	2	1.1	-5	0	-0.1
N#Cc1nccnc1S(=O)(=O)c1cccs1	4	4	.	.	1	7	-1	.
Cc1ccc2c(Cl)cc(Cl)c(OCC(=O)O)c2n1	3	-16	2	-19	0.9	-10	1	-1.0
CC(C)[C@H](NC(=O)NCc1cccs1)C(=O)O	0	-15	-1	15	1.2	-14	-1	-3.4
O=C(NNS(=O)(=O)c1ccc(Cl)cc1)NC1CCCCC1	7	-29	1	11	1	-20	-2	2.4
CN1CCC(N(C)S(=O)(=O)c2ccc(NC(=O)Cc3ccc(F)cc3)cc2)CC1	-7	-5	1	3	0.84	-2	0	0.1

Carrying on.
SMILES	ATG4B inh	SENP6 block	SENP1 FRET inh	SENP8 inh	hIAP act	PfGluPho inh	GRIN3A LBD mod	MPTP block
CC(C)CCN1CCC(CN2C(=S)NC[C@@H]2Cc2ccccc2)CC1	-7	.	0	7	.	0	-2	-0.9
Cc1ccc(-n2ncc3c(SCc4ccccc4)ncnc32)cc1	-2	-19	-17	-123	1	6	1	3.1
CC1(C)COC(c2ccc(F)c([N+](=O)[O-])c2)=N1	-1	8	2	4	1.2	-4	9	0.8
CCOc1ccc(CCNC(=O)c2cccc(N3CCCC3=O)c2)cc1OCC	-18	-2	1	4	1.2	-5	-1	0.9
O=C(Nc1ccccc1)N1CCC(O)(c2cccc(C(F)(F)F)c2)CC1	4	-16	2	3	0.95	-6	-1	-0.9
Cc1nc(-c2coc3cc(OCC(=O)O)ccc3c2=O)cs1	-6	65*	2	-22	0.98	-9	0	-2.5

Compound activity: PubChem, Sanford-Burnham Center for Chemical Genomics
